Source: PubChem BioAssay (The Scripps Research Institute Molecular Screening Center)
ASAP1 inh = ASAP1 ArfGAP inhibition | Q9ULH1 | ASAP1-stimulated ARF1 GTP hydrolysis, GDP FP detection | inhibition, % at 16.5 µM | 360,000 tested, 0.19% active; in the data active means inhibition above about 25%;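 further: 0% = vehicle with enzyme and substrate and 100% = no enzyme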
ARFGAP1 inh = inhibitors of rat ARFGAP1 | Q62848 | Arfgap1-stimulated ARF1 GTP hydrolysis, GDP FP detection | inhibition, % at 16.5 µM | 360,000 tested, 0.26% active | AID 651572;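 active means inhibition above a per-plate limit, mean inhibition of low control wells plus 3 SD, cut at about 25% in these data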;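 further: 0% = DMSO wells with enzyme and 100% = wells lacking Arfgap1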
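material = rat Arfgap1 catalytic domain, aa 1-136 | also added = human ARF1(Δ1-17)-GTP substrate | compound dosing = one concentration, 16.5 µM, DMSO 1.26% | times = GTP hydrolysis reaction 2 h at 25 °C | measured by = FP, GDP Alexa 633 tracer displaced from anti-GDP antibody, 620/688 nm | evaluation = percent inhibition of Arfgap1-stimulated GTP hydrolysis | replication = single well per compound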
ADAM10 inh = inhibits human ADAM10. O14672. recombinant ADAM10, EDANS/DABCYL FRET peptide cleavage, 3 h. inhibition, % at 7 µM. 370,000 tested, 0.62% active. AID 720582;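 active means inhibition above a per-campaign cutoff equal to the mean of compounds falling between control-based bounds plus 3 SD, cut at about 20% in these data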;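 further: 0% = DMSO wells while the 100% control is not disclosed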
ADAM17 inh = inhibitors of human ADAM17; P78536; recombinant ADAM17, EDANS/DABCYL FRET peptide cleavage; inhibition, % at 6.95 µM; 370,000 tested, 0.83% active;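 active means inhibition above the mean of compounds lying between control limits plus 3 SD, set per campaign, cut at about 8.5% in these data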;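 further: 0% = DMSO-only wells as the low control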
Target sequence (P78536 215-824 limits assumed): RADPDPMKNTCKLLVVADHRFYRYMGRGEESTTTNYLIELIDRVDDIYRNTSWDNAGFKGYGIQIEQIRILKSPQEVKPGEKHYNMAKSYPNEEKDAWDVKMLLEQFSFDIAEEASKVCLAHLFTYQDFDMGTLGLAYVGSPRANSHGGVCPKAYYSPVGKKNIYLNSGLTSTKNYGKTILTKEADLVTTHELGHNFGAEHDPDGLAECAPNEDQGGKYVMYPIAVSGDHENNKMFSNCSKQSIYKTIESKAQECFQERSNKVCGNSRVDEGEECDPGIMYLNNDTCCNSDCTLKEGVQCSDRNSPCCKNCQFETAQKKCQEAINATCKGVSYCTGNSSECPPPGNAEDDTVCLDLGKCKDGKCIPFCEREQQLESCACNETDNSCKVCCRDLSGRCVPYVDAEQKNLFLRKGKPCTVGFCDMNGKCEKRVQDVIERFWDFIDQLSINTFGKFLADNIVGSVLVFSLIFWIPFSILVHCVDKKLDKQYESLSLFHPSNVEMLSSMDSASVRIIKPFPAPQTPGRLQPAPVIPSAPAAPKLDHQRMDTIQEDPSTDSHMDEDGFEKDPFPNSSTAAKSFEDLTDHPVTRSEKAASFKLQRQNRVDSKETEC
DDE Tn7 FP inh = inhibitors of Tn7 peptide binding to human fibrin DD(E) | 370,000 tested, 0.13% active | FP displacement of FITC-Tn7 peptide from fibrin DD(E); 0% = median of compound wells per plate | AID 720508 | inhibition, % at 8.3 µM;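 active means inhibition above the mean of compounds falling within the control limits plus 3 SD of them, cut at about 14% in these data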;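 further: 0% = plate median of compound wells and 100% = 10 µM Aha-Tn7 peptide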
Target sequence (P02675 whole entry, looked up): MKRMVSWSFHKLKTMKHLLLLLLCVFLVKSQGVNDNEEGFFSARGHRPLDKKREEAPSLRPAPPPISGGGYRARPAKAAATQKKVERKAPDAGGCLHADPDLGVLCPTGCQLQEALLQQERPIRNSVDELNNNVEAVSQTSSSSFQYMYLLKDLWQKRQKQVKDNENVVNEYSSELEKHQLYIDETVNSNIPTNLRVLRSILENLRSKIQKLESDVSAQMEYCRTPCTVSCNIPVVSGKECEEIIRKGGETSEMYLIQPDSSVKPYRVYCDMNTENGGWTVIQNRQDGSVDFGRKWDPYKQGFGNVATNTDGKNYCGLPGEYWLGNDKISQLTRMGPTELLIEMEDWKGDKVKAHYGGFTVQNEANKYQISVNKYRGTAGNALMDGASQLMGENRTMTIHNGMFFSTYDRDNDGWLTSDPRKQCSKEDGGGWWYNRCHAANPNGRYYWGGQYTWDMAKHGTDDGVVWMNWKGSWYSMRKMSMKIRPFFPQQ
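Assay system: Human clot-derived fibrin DD(E) complex | Buffer or medium: Tris/NaCl/CaCl2 buffer, pH 7.8 | Repeats: One replicate per compound | Benchmarks: Aha-Tn7 high control | Measure: % inhibition scaled between sample-field median and high-control FP | Schedule: 10 min plus 3 h, room temperature | Signal: Fluorescence polarization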
PLC-beta3 inh = blocks human PLC-beta3 enzyme activity; Purified PLC-beta3, fluorogenic substrate, fluorescence; Q01970; inhibition, % at 12.2 µM; AID 720704; 370,000 tested, 0.18% active; in the data active means inhibition above about 11%;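 further: 0% = median of compound wells on plate and 100% = full blocker control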
DDE Tn6 FP inh = inhibitors of Tn6 peptide binding to human fibrin DD(E); 370,000 tested, 0.21% active; Fibrin DD(E) TRITC-Tn6 fluorescence polarization displacement; inhibition, % at 8.3 µM;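 active means inhibition above a per-campaign cutoff: mean of compounds within control limits plus 3 SD, cut at about 15% in these data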;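 further: 0% = median of all compound wells on the plate and 100% = blocking peptide control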
PLC-gamma1 inh = blocks human PLC-gamma1 enzyme activity | 370,000 tested, 0.84% active | P19174 | AID 720700 | purified PLC-gamma1, fluorogenic substrate, fluorescence | inhibition, % at 12.2 µM; in the data active means inhibition above about 9.5%
SIAE primary = blocks human sialic acid acetylesterase; 370,000 tested, 0.69% active; SIAE FP-Rh probe binding, fluorescence polarization; Q9HAT2; inhibition, % at 9.66 µM;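 active means inhibition above a cutoff: mean of compounds within the control limits plus 3 SD of those, cut at about 17% in these data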;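 further: 0% = plate median of compound wells and 100% = probe without SIAE protein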
TDP2 inh = TDP2 (human) inhibition, absorbance primary screen; recombinant TDP2, T5PNP hydrolysis, p-nitrophenol absorbance 415 nm; 370,000 tested, 0.34% active; O95551; inhibition, % at 12.8 µM; AID 720702;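 active means inhibition above the mean of all tested compounds plus 3 SD, set per campaign, cut at about 25% in these data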;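 further: 0% = DMSO with enzyme and 100% = buffer with substrate but no TDP2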
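test system = human TDP2 enzyme | input = TDP2 enzyme at 120 nM final | medium = 50 mM Tris-HCl pH 7.5 with Mg2+, KCl, DTT, BSA | also added = T5PNP substrate, 5 mM | times = 2 h at 37 °C | technique = epi absorbance | benchmarks = high control without enzyme, low control DMSO plus TDP2 | replication = each compound tested once, singlicate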
* hit, by the source's call; i = inactive; . = no result given.

SMILES	ASAP1 inh	ARFGAP1 inh	ADAM10 inh	ADAM17 inh	DDE Tn7 FP inh	PLC-beta3 inh	DDE Tn6 FP inh	PLC-gamma1 inh	SIAE primary	TDP2 inh
C#CCN(C[C@H]1[C@H](OC(=O)NCc2ccccc2F)[C@H](OC(=O)NCc2ccccc2F)C[C@H]2C(=O)N(c3ccccc3)C(=O)[C@@H]12)S(=O)(=O)c1ccc(C)cc1	2	-5	29*	9.0*	5	0	1	3	-15	18
CCOC(=O)C1CCCN(C(=O)Cc2ccc(OC)c(OC)c2)C1 (configuration not stated)	-4	3	3	-3	-6	-3	11	-1	6	10
COc1cc(C(CC(=O)N2CCN(c3ccccc3)CC2)c2c(OC)cc(OC)c3ccc(=O)oc23)cc(OC)c1OC (configuration not stated)	1	2	-1	-6	8	-12	-3	-10	-3	-2
COC(=O)C1=CN(Cc2cccs2)C=C(C(=O)OC)C1c1cccc(Cl)c1	-4	0	i	-380	5	i	-5	-366	-4	-7
COc1ccc(C(=O)Nc2ccc(/C(C)=N/NC(=O)c3ccccc3O)cc2)cc1OC	-6	4	-2	-2	5	-5	3	-4	-2	1
COc1ccc(NC(=O)c2cc(-c3cc(C)cc(C)c3O)n[nH]2)cc1Cl	4	14	9	-3	10	-2	-22	1	-118	11
CCCC(=O)Nc1cc(=O)[nH]c2ncnn12	3	-2	-5	-3	-4	0	2	3	4	4
CCC(NC(=O)CCc1c(C)c2cc3c(C)c(C)oc3cc2oc1=O)C(=O)N[C@@H](Cc1ccccc1)C(=O)O (some centres not stated)	6	8	-299	-72	-3	-419	-7	-313	-5	5
NC(=O)c1ccccc1NC(=O)N1CCOCC1	8	-8	-10	-7	-1	-7	3	-2	-3	6
CC(C)c1ccc(NC(=O)N2CCCC2C(=O)Nc2ccc(-n3cnnn3)cc2)cc1 (configuration not stated)	3	2	-1	0	1	3	-1	0	0	-1
COC(=O)[C@]12C[C@H](CC(=O)N3CCN(C(=O)c4ccco4)CC3)C(=O)N(Cc3ccc4c(c3)OCO4)C1=C[C@H](C(C)C)O[C@@H]2C1CC1	.	.	-8	-7	2	-1	-1	-1	-3	-8
O=C(CSc1nc2c(c(=O)[nH]1)CCC2)Nc1ccc(F)cc1	5	-6	-4	-1	-8	-7	0	0	0	5
COc1ccccc1/C=C/C=N/n1c(-c2ccccc2)n[nH]c1=S	-4	2	-1	-3	0	-8	-9	1	4	1
O=C(CCCCCN1C(=O)C2C3C=CC(C3)C2C1=O)Nc1ccccc1 (configuration not stated)	.	.	1	4	-5	5	1	4	0	-1
COc1ccc(C(=O)COc2ccccc2C(N)=O)cc1	4	-6	4	-1	-4	-3	1	2	-4	-14
CCOc1ccc(-c2ccc(SCc3ccccn3)nn2)cc1	-5	-7	-11	-3	4	-17	7	-8	-5	-6
O=C(Nc1nc2n(n1)C(c1ccc(F)cc1)CC(c1ccccc1)N2)c1ccco1 (configuration not stated)	-1	-15	0	-1	0	-4	-7	0	2	6
CCOC(=O)C1CCCCN1Cc1cn[nH]c1-c1ccc(F)cc1F (configuration not stated)	-12	-5	-7	-4	1	-6	1	0	7	-2
CC(=O)Oc1ccc(-c2csc(Nc3ccc(Cl)cn3)n2)cc1	1	-9	3	0	-6	-9	4	-1	7	8
Cn1c(N)c(C(=O)COC(=O)c2ccc([N+](=O)[O-])o2)c(=O)n(C)c1=O	9	0	-9	-6	-2	-3	-1	1	-5	12
O=C(COc1ccccc1)Nc1nonc1NC(=O)COc1ccccc1	9	-5	-3	-4	2	-1	-4	-4	-6	1
Brc1ccc(OCc2nc3ccccc3[nH]2)cc1	-7	-7	8	-1	8	-2	-2	0	-8	4
CC1C(=O)C(C)C(c2ccc3c(c2)OCO3)NC1c1ccc2c(c1)OCO2 (configuration not stated)	-4	17	18	5	-2	0	-4	0	-10	11
CC1(C)Oc2ccc(C(=O)N3CCCC3)cc2N(CC(=O)NCc2ccccc2)C1=O	-6	-5	6	-5	9	1	5	1	-6	-2
Cc1nn(-c2ccccn2)c2c1-c1nc(N3CCOCC3)ncc1CC2	9	-12	-158	-40	-9	-28	-6	-23	-15	-2
COc1cc(C2CC(=O)Oc3cc(C)c(Br)c(C)c32)cc(OC)c1OC (configuration not stated)	-3	-11	10	1	11	1	2	4	-2	7
O=C(CSc1nnc(-c2cnccn2)n1-c1ccccc1)c1ccccc1Br	.	.	2	5	-2	2	6	-5	4	-8
Cc1ccccc1N(CC(=O)NCC1CCCO1)C(=O)CNS(=O)(=O)c1ccc(F)cc1 (configuration not stated)	17	1	7	-5	6	-16	-1	-1	-12	-12
C=CCN(CC=C)C(=S)Nc1ccccc1	-11	6	-1	-2	0	1	-1	3	-1	2
Cc1ccc[n+](-c2nc([O-])sc2C=O)c1	-1	4	-4	-3	25*	2	-3	-1	-7	-2
NC(=O)C(Cc1ccccc1)NC(=O)C12CC3CC(CC(C3)C1)C2 (configuration not stated)	-1	-10	18	-3	5	-3	9	4	-2	-1
COc1cccc(CNC(=O)C2(C)Oc3ccccc3NC2=O)c1 (configuration not stated)	7	-9	-2	3	6	0	-5	-1	-6	-2
COc1ccc(S(=O)(=O)NC2CC3CCC2C3)cc1Cl (configuration not stated)	-4	-1	1	0	-7	-2	-3	-1	-6	-3
C/C(CC(=O)N(C(C)C)C(C)C)=N\NC(=O)COc1ccc(Cl)cc1Cl	7	-12	-2	-1	6	3	-7	-2	3	1
C/C(=N\NS(=O)(=O)c1ccc([N+](=O)[O-])cc1)c1ccc2c(c1)OCO2	-8	-2	2	-3	4	-3	3	0	12	8
COCC(C)n1c(SCC(=O)NC(=O)NCc2ccccc2)nc2ccccc2c1=O (configuration not stated)	10	6	12	10*	-2	8	2	10*	-2	-17
N=c1c(C(=O)NCc2ccc(F)cc2)cc2c(=O)n3ccccc3nc2n1Cc1ccco1	-10	4	i	-228	2	-475	-3	-370	3	-6
O=S(=O)(Nc1ccc(S(=O)(=O)N2CCCC2)cc1)c1ccccc1Br	5	-7	3	-5	2	-4	2	4	-4	-1
Cc1cc(C)c(NC(=O)C2CCCN2CCC(C)C)c(C)c1 (configuration not stated)	3	0	-5	-4	6	0	12	-1	2	9
Cc1cc(C)nc(SCC(=O)c2ccc([N+](=O)[O-])cc2)n1	8	3	9	-1	7	3	3	4	8	-12
CC(=O)Nc1ccc2oc(-c3ccccc3Br)nc2c1	0	-3	-85	-30	3	-43	1	-42	-5	4
COc1ccc(CN2[C@@H](CC(=O)O)c3ccccc3S2(=O)=O)cc1	2	3	3	3	-10	6	9	5	-9	-18
Cc1ccc2cccc(NC(=O)c3ccc(Br)o3)c2n1	3	2	-1	-1	3	-5	3	-4	-6	-8
Cc1noc(C)c1S(=O)(=O)N1CCN(C(c2ccccc2)c2ccc(Cl)cc2)CC1 (configuration not stated)	-5	6	-13	-1	-6	1	2	-1	-5	2
O=C(O)CSC1c2ccccc2C(=O)N1Cc1ccccc1 (configuration not stated)	-1	4	1	1	-7	2	1	1	-2	-12
COc1ccc2nc(SCC(=O)Nc3nccs3)[nH]c2c1	-6	1	6	-3	0	-1	-9	3	1	10
NC(=S)N=Nc1c(O)n(C2OC(=O)c3ccccc32)c2ccccc12 (configuration not stated)	8	11	1	0	0	-1	9	0	-4	-6
Cc1sc(NC(=O)c2ccccc2F)c(CN2CCCCC2C)c1C (configuration not stated)	-16	-3	-14	-3	-2	-10	-11	-9	9	5
Fc1ccc(CNc2nc3ccccc3n3nnnc23)cc1	3	-6	-31	-7	-4	-7	-8	-3	8	0
CC(C)(C)NC(=O)CCN(/N=C/c1ccccc1F)C1=NS(=O)(=O)c2ccccc21	-2	11	10	-1	0	-2	-2	3	-2	-5
CN(Cc1cccnc1)C(=O)c1ccc(Cl)c(NS(=O)(=O)c2ccc(F)cc2)c1	-16	-4	-5	-5	5	-2	3	3	5	-3
O=C(c1cc([N+](=O)[O-])ccc1Cl)N1CCN(Cc2ccc3c(c2)OCO3)CC1	1	-11	6	1	-7	3	6	3	3	-7
O=[N+]([O-])c1ccc(NC2CCCCC2)nc1	5	12	-8	2	0	5	3	7	1	0
O=C(CNC(=O)c1cc2ccccc2o1)NCc1cccs1	0	-1	12	1	-1	6	-5	6	2	-8
CCSc1nc(N2CCOCC2)c2c(c1C#N)CC(C)(C)N(C)C2	-13	5	-18	-11	1	-34	-6	-35	4	1
Cc1cccnc1C(NC(=O)C1CCN(Cc2ccc(Cl)cc2)CC1)c1ccc(F)cc1 (configuration not stated)	16	1	-4	-1	-3	6	2	-1	-3	-2
Oc1ccc(CN2CCCCC2)c2cccnc12	6	-11	-2	-5	0	-1	-1	-7	-3	0
CCCCC1C2=C(CC(C)(C)CC2=O)OC2=C1C(=O)CC(C)(C)C2	-13	1	2	-1	10	3	7	-4	-1	0
CCCC(=O)N(CCN(Cc1ccccc1)C(=O)CCC)Cc1ccccc1	-15	0	2	-5	0	3	3	-3	1	3
O=[N+]([O-])c1ccc(N2CCCCC2)s1	-9	1	3	0	2	0	-2	-1	-6	-5
Cc1ccc(NC(=O)c2ccnc(C(C)(C)C)c2)cc1	3	6	6	-10	6	-2	-3	-1	0	7
C=CC1=C(C(=O)O)N2C(=O)C(NC(=O)Cc3ccccc3)C2SC1 (configuration not stated)	-1	2	-15	-5	4	-5	0	-7	1	-1
CO/N=C/NC(=O)c1c(OC)ccnc1Oc1ccc(Cl)cc1	-4	-7	-8	-2	8	0	9	0	-2	-4

In a second layout: results already given.
Results follow in this order: ASAP1 inh, ARFGAP1 inh, ADAM10 inh, ADAM17 inh, DDE Tn7 FP inh, PLC-beta3 inh, DDE Tn6 FP inh, PLC-gamma1 inh, SIAE primary, TDP2 inh
NC(=S)N=Nc1c(O)n(C2OC(=O)c3ccccc32)c2ccccc12 (configuration not stated)
 : 8, 11, 1, 0, 0, -1, 9, 0, -4, -6
Cc1sc(NC(=O)c2ccccc2F)c(CN2CCCCC2C)c1C (configuration not stated)
 : -16, -3, -14, -3, -2, -10, -11, -9, 9, 5
Fc1ccc(CNc2nc3ccccc3n3nnnc23)cc1
 : 3, -6, -31, -7, -4, -7, -8, -3, 8, 0
CC(C)(C)NC(=O)CCN(/N=C/c1ccccc1F)C1=NS(=O)(=O)c2ccccc21
 : -2, 11, 10, -1, 0, -2, -2, 3, -2, -5
